VEEV TC-83 Vero = inhibitors of VEEV TC-83 cytopathic effect, confirmation, Vero cells (AID 588727) | Vero cells, VEEV TC-83 cytopathic effect inhibition; higher % means a stronger effect | inhibition, % at 20 µM; hits with a dose series show IC50 in µM | hit rate 0.13% among 350,000; in the data active = a potency from the dose series; inconclusive = inhibition mostly from about 14% at the one dose, without a potency; inactive = the rest, 99 in 100 with inhibition below about 12%; also: strong numbers were not always called active
An asterisk follows results filed as active; i = inactive; ? = inconclusive. A portion of the library (hit frequency here may not be typical).

SMILES	VEEV TC-83 Vero
COc1ccc(CCNC(=O)C(=O)c2cn(CC(=O)N3CCCC3)c3ccccc23)cc1	0.4%
COc1cc(NC(=O)c2sc3ncn(CC(=O)N4CCCCC4C)c(=O)c3c2C)cc(OC)c1OC (stereo unspecified)	12%
Cc1ccc2c(=O)n3c(nc2c1)C(CC(C)C)NC(=O)c1cccnc1-3 (stereo unspecified)	1.0%
Nc1nc(N=Nc2ccc(O)cc2)cc(=O)[nH]1	1.6%
CC(=O)Oc1ccc(N(C(C)=O)S(=O)(=O)c2ccccc2)c2ccccc12	i
Cc1ccc(NC(=O)CN2CCN(S(=O)(=O)c3ccc4c(c3)OCCO4)CC2)c(C)c1	0.3%
CCCCCC(=O)OCc1ccc(C2=CC(=O)CC(C)(C)C2=O)cc1	0.4%
Cc1ccc(CNC(=O)c2ccc(S(=O)(=O)N3CCCC3)cc2)cc1	0.5%
CC(=NO)c1cc(Br)c2cccc3c2c1CC3	0.5%
CC1CCN(S(=O)(=O)c2cc(C(=O)N3CCN(c4ccccc4)CC3)ccc2Br)CC1	i
CC1=C(C(=O)N2CCOCC2)CC(CC(=O)NC2CCCC2)C(=O)N1CCCN1CCCC1=O (stereo unspecified)	i
COc1ccc(CC(=O)NCCc2ccc3c(c2)OCO3)cc1OC	1.0%
Cc1ccc([C@H]2N[C@]3(CCCN(Cc4ccc(C(F)(F)F)cc4)C3=O)[C@H]3C(=O)N(Cc4ccccc4)C(=O)[C@@H]23)cc1	2.7%
CC(=O)Nc1ccc(S(=O)(=O)N(CC(=O)NCC2CCCO2)Cc2ccccc2Cl)cc1 (stereo unspecified)	0.8%
COc1cc(C=NN2CCCCC2)cc(OC)c1OC	1.0%
O=C(OCc1cn([C@@H]2C[C@H](c3ccc(Cl)cc3)N(CC3CCCCC3)C[C@H]2O)nn1)c1ccccc1	0.3%
O=C(c1ccccc1)N1CCN(c2cc(-c3ccccc3)nc3cc(-c4cccc(Cl)c4)nn23)CC1	6.6%
C[C@H](CO)N1C[C@H](C)[C@@H](CN(C)Cc2ccc(-c3ccccc3)cc2)OCc2cnnn2CCCC1=O	0.4%
O=C(O)CN1C(c2ccccc2O)Nc2ccc(Br)cc2C1c1ccccc1 (stereo unspecified)	1.6%
Cc1cc(C)c(C)c(S(=O)(=O)N2CCNC(=O)C2)c1C	1.4%
COc1ccc(C(=O)NCC(=O)OCC(=O)c2c[nH]c3ccccc23)cc1	1.1%
Cc1cc(OC(=O)Nc2ccccc2)ccc1Cl	0.3%
C#C[C@]1(O)CC[C@H]2[C@@H]3[C@H](O)C[C@H]4C[C@@H](O)CC[C@]4(C)[C@H]3CC[C@@]21C	2.6%
COc1ccccc1/C=N/Nc1nc(C)cc(=O)[nH]1	1.1%
Cc1noc(C)c1NC(=O)N(C)C[C@@H]1OCc2cnnn2CCCC(=O)N([C@@H](C)CO)C[C@H]1C	1.4%
Cc1ccc(Cc2c(-c3ccc(Cl)cc3)nc3ccc(Cl)cn23)cc1	0.9%
CCN(C(=O)COC(=O)CNS(=O)(=O)c1ccc(C)cc1)C1CCS(=O)(=O)C1 (stereo unspecified)	4.6%
C[C@@H]1CN([C@H](C)CO)C(=O)c2c(c3ccccc3n2C)-c2ccccc2CO[C@H]1CN(C)Cc1ccc2c(c1)OCCN2C	1.0%
Cc1ccccc1C(C)(O)c1cnc(C)n1Cc1ccccc1 (stereo unspecified)	0.1%
Cc1ccc([C@H]2C[C@@H](O)[C@H](n3cc(COC(=O)c4ccccc4)nn3)CN2CC2CCCCC2)cc1	30%
Cc1ccc(CS(=O)Cc2ccc(C(=O)N3CCN(c4cccc(C)c4C)CC3)o2)cc1 (stereo unspecified)	52%
Cc1cc(C)c(S(=O)(=O)N2CCOC23CCN(S(C)(=O)=O)CC3)c(C)c1	0.9%

Already shown: entries from further up.
SMILES	VEEV TC-83 Vero
C[C@@H]1CN([C@H](C)CO)C(=O)c2c(c3ccccc3n2C)-c2ccccc2CO[C@H]1CN(C)Cc1ccc2c(c1)OCCN2C	1.0%
Cc1ccccc1C(C)(O)c1cnc(C)n1Cc1ccccc1 (stereo unspecified)	0.1%
Cc1ccc([C@H]2C[C@@H](O)[C@H](n3cc(COC(=O)c4ccccc4)nn3)CN2CC2CCCCC2)cc1	30%

Continued.
SMILES	VEEV TC-83 Vero
O=C(NCc1nnnn1-c1ccc(F)cc1)c1cc2ccccc2o1	0.5%
CC1=C(C(=O)N2CCOCC2)CC(CC(=O)NC(c2ccccc2)c2ccccc2)C(=O)N1Cc1ccc(C(C)(C)C)cc1 (stereo unspecified)	3.4%
COc1ccc(S(=O)(=O)N2CCC(C(=O)NN3CCCCC3)CC2)cc1	0.6%
CCCc1cc(NCCOCCO)n2c(nc3ccccc32)c1C#N	3.2%
Cc1ccc(S(=O)(=O)N(C)C)cc1NC(=O)C(C)OC(=O)CC1CC2CCC1C2 (stereo unspecified)	i
CCc1nc(NCC2CC2)c2nnn(Cc3ccccc3)c2n1	i
C#CCN(C[C@@H]1[C@@H](OC(=O)NCc2ccco2)[C@@H](OC(=O)NCc2ccco2)Cn2c(=O)ccc(=O)n21)S(=O)(=O)c1ccc(C)cc1	8.8%
COc1ccccc1S(=O)(=O)N(C)C[C@H]1OCc2cn(nn2)CCCC(=O)N([C@H](C)CO)C[C@@H]1C	i
Cc1ccc(S(=O)c2ccc([N+](=O)[O-])c3nonc23)cc1 (stereo unspecified)	?
Cc1cc(C(=O)COc2ccc(Br)cc2F)c(C)n1CC1CCCO1 (stereo unspecified)	i
CCCCN(CCCNC(=O)c1ccc2c(c1)NC(=O)CN2C)c1ccccc1	28%
CCC(Sc1nc2ccsc2c(=O)n1Cc1ccc(C(=O)O)cc1)C(=O)Nc1ccc(Cl)cc1 (stereo unspecified)	i
C[C@@H]1CN([C@@H](C)CO)C(=O)CCCn2cc(nn2)CO[C@H]1CN(C)C(=O)Oc1cccc2ccccc12	1.4%
Cc1ccccc1C(=O)OCC(=O)N1CC(=O)Nc2ccccc21	3.3%
CC(=O)N1CCN(c2cc(-c3ccccc3)nc3cc(-c4cccc(Cl)c4)nn23)CC1	7.4%
COc1ccc(CN(C)C[C@@H]2OCCCC[C@H](C)Oc3ccc(NC(=O)Nc4ccc(F)cc4)cc3C(=O)N([C@H](C)CO)C[C@H]2C)cc1	1.4%
C[C@H](CO)N1C[C@H](C)[C@H](CN(C)S(=O)(=O)c2ccccc2)OCc2ccccc2-c2c(n(C)c3ccccc23)C1=O	0.3%
Cc1ccc(S(=O)(=O)N(C)C[C@H]2OCc3cn(nn3)CCCC(=O)N([C@H](C)CO)C[C@@H]2C)cc1	0.3%
CC1=CC(C)(C(Cl)(Cl)Cl)C(C)=CC1=NO (stereo unspecified)	3.2%
C[C@H](CO)N1C[C@H](C)[C@@H](CN(C)Cc2ccc(C(=O)O)cc2)OCc2cnnn2CCCC1=O	i
COc1ccc(NC(=O)C[C@H]2C(=O)N(C3CCCCC3)C[C@@H]2C)cc1	0.3%
CC(=O)N(C)C[C@@H]1Oc2ncc(C#Cc3ccc(F)cc3)cc2C(=O)N([C@@H](C)CO)C[C@H]1C	i
CC(=O)c1c(C)[nH]c(C(=O)OCC(=O)NCc2ccccc2)c1C	0.2%
CCCCNC(=O)CN1C(=O)CSc2ccc(S(=O)(=O)N3CCOCC3)cc21	i
O=C1c2ccccc2CCC12OC2c1ccncc1 (stereo unspecified)	i
O=S1(=O)CCN(C2CCCC2)CC1	0.9%
Cc1ccc2nc(COC(=O)c3cccnc3Cl)cc(=O)n2c1	i
Cc1ccc(S(=O)(=O)NN=C2CCCc3ccccc32)cc1	i
CN(CC(=O)NC(=O)NC1CCCCC1)CC(=O)Nc1ccccc1C(F)(F)F	7.3%
COCOCCn1cc(CN2CCS(=O)(=O)N(Cc3ccc(-c4ccc(Cl)c(Cl)c4)cc3)C(C(C)C)C2=O)nn1 (stereo unspecified)	0.4%
CCC1NC(=O)c2cccnc2-n2c1nc1cc(F)ccc1c2=O (stereo unspecified)	0.9%
Cc1ccc(-c2cnc3c(c2)C(=O)N([C@H](C)CO)C[C@H](C)[C@@H](CN(C)Cc2ccccc2F)O3)cc1	1.2%
Cc1ccc(OC(C)C(=O)Nc2cccc(S(=O)(=O)N3CCCCCC3)c2)cc1 (stereo unspecified)	2.2%
C[C@@H]1CCCCO[C@@H](CN(C)C(=O)CCC(F)(F)F)[C@@H](C)CN([C@H](C)CO)C(=O)c2cc(N(C)C)ccc2O1	i
CCN(C(=O)c1cc(OC)c(OC)c(OC)c1)C1CCCCC1	3.4%
CC(C)CC1C(=O)N(Cc2cn(CCC3OCCCO3)nn2)CCS(=O)(=O)N1Cc1ccc(-c2cccc(CO)c2)cc1 (stereo unspecified)	8.1%
Cc1ccc(S(=O)(=O)N2Cc3ccccc3CC2C(=O)N(C)C)cc1 (stereo unspecified)	0.7%
COc1ccc(CC(=O)N(CCC2=CCCCC2)c2c(N)n(Cc3ccccc3)c(=O)[nH]c2=O)cc1	6.5%
CC(=O)N1CC2(CC(c3ccc(Cl)cc3Cl)=NO2)CN1c1cccc(Cl)c1 (stereo unspecified)	7.2%
CCOC(=O)c1c(-c2cc(OC)c(OC)c(OC)c2)csc1NC(=O)c1ccccc1	5.8%
CCc1cc(-c2nnn(CCC3COCCO3)c2CC)ccc1-c1cn(Cc2ccc3ccccc3c2)nn1 (stereo unspecified)	i
CCN(CC)C(=O)C1=C(C)N(Cc2ccc(F)cc2)C(=O)C(CC(=O)NC2CCCC2)C1 (stereo unspecified)	0.6%
O=[N+]([O-])c1ccc(C(S(=O)(=O)Cc2ccccc2)S(=O)(=O)Cc2ccccc2)cc1	0.8%
CC(C)(C)NC(=O)C(c1ccc(O)cc1)N(Cc1ccc2c(c1)OCO2)C(=O)CCl (stereo unspecified)	?
O=C(Nc1ccc([N+](=O)[O-])cc1)C(c1ccccc1)c1ccccc1	1.3%
COCOCCn1cc(CN2CCS(=O)(=O)N(Cc3ccc(-c4ccc(OC)cc4)cc3)C(CC(C)C)C2=O)nn1 (stereo unspecified)	1.1%
O=C(CSc1ccc2nnc(-c3cccnc3)n2n1)Nc1ccccc1F	1.8%
O=C(NCC1=C(c2ccc3ccccc3c2)C[C@@H]2CC[C@H]1N2Cc1ccco1)c1ccc([N+](=O)[O-])cc1	4.0%
C[C@@H]1CN([C@H](C)CO)S(=O)(=O)c2ccc(C#CCN(C)C)cc2O[C@@H]1CN(C)Cc1ccccc1F	0.3%
CCCCN1C[C@H](CSC)[C@@H](CC(=O)NC)C1=O	2.2%
O=C(SCc1c(O)c2ccccc2oc1=O)c1ccccc1	i
S=C(NCCc1ccccc1)N1Cc2ccccc2-n2nncc2C1	0.3%
CCOc1ccc(NS(=O)(=O)c2cccs2)cc1S(=O)(=O)N1CCCC1	0.6%
Cc1ccc([C@H]2C[C@H](n3cc(COC(=O)c4ccccc4)nn3)[C@@H](O)CN2Cc2cccs2)cc1	0.5%
Nc1ccc2c(c1)C1(CCC2)NC(=O)NC1=O (stereo unspecified)	i
CC1=C(C(=O)N2CCOCC2)CC(CC(=O)NCc2cccc3ccccc23)C(=O)N1Cc1ccccc1 (stereo unspecified)	0.8%

Given with each value named: part of the list above
SMILES: CCCCN1C[C@H](CSC)[C@@H](CC(=O)NC)C1=O
  VEEV TC-83 Vero = 2.2%

SMILES: O=C(SCc1c(O)c2ccccc2oc1=O)c1ccccc1
  VEEV TC-83 Vero = i

SMILES: S=C(NCCc1ccccc1)N1Cc2ccccc2-n2nncc2C1
  VEEV TC-83 Vero = 0.3%

SMILES: CCOc1ccc(NS(=O)(=O)c2cccs2)cc1S(=O)(=O)N1CCCC1
  VEEV TC-83 Vero = 0.6%

(continued)
SMILES	VEEV TC-83 Vero
Cc1ccc(-c2ccc3c(c2)O[C@H](CN(C)Cc2cncnc2)[C@@H](C)CN([C@H](C)CO)S3(=O)=O)cc1	6.4%
Cc1ccc([C@H]2N[C@]3(CCCN(CC4CCCCC4)C3=O)[C@H]3C(=O)N(Cc4ccccc4)C(=O)[C@@H]23)cc1	3.6%
COc1ccc(S(=O)(=O)N2CCC(C(=O)NCCC(=O)NCc3cccnc3)CC2)cc1	1.7%
CN(CC(=O)Nc1ccc(Cl)c(C(F)(F)F)c1)C(=O)COc1cccc2cccnc12	7.2%
COc1ccc(NC(=O)C[C@@H]2C(=O)N(Cc3ccccc3)CC2(C)C)cc1	0.4%
CN1C(=O)CN=C(c2ccc[nH]2)c2cc(Cl)ccc21 (tested in a mixture with another compound)	0.8%
NC(=O)c1ccc(NC(=O)COC(=O)C23CC4CC(CC(C4)C2)C3)cc1	1.7%
COc1ccc(OC)c(NC(=O)C2CCCN2S(=O)(=O)c2ccc3c(c2)CC(C)N3C(C)=O)c1 (stereo unspecified)	1.5%
NC(=O)C1CCN(C(=O)c2ccc(Cl)c(S(=O)(=O)N3CCc4ccccc43)c2)CC1	i
COCC1CCN(C(=O)c2cc(COc3ccc(OC)cc3Cl)on2)C1 (stereo unspecified)	4.0%
C[C@@H]1CN([C@H](C)CO)S(=O)(=O)c2ccc(C#Cc3ccccc3)cc2O[C@@H]1CN(C)C(=O)CN(C)C	i
Cc1ccc([C@H]2N[C@]3(CCCN(Cc4ccc(F)cc4)C3=O)[C@H]3C(=O)N(Cc4ccccc4)C(=O)[C@@H]23)cc1	3.4%
COc1ccc(N2C[C@H](CSC)[C@@H](CC(=O)Nc3ccccc3)C2=O)cc1	13%
CC12CCC(/C(=C/NNc3ccc([N+](=O)[O-])cc3[N+](=O)[O-])C1=O)C2(C)C (stereo unspecified)	i

Compound activity (PubChem BioAssay)
